Assay outcomes as filed in PubChem BioAssay.
TAG inh = inhibitors of triacylglycerol accumulation, primary screen, cell-based, uHTS, fluorescence, H9c2. H9c2 cells, Nile Red lipid (TAG) fluorescence; cells loaded with 200 µM oleic acid. inhibition, % at 12.5 µM. hit rate 0.66% among 230,000. AID 651582, 2012;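 active means pattern-corrected inhibition of lipid staining of at least 50% with the nuclear-stain viability signal not falling by more than 50%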;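 further: 0% = DMSO wells and 100% = triacsin C control wells; some results filed as inactive read as strong as hits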
TAG inh DAPI viability = further read-out of TAG inh, marked with its call; DAPI nuclei signal change (viability), lower = more cytotoxic, %;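 whole-well DAPI fluorescence read on a plate reader as a viability signal; minus 50 percent equals half of cells still viable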
Active calls of the source: *. The list is partial; count on the stated rates, not on these rows.

SMILES | TAG inh | TAG inh DAPI viability
O=C(Cc1csc(N2CCOCC2)n1)N/N=C/c1ccc(O)c(O)c1O | 13 | -14
CCc1cc2cc(C(=O)Nc3ccc(F)cc3)sc2s1 | 1 | 6
N#Cc1c(C(F)(F)F)cc(-c2ccc(F)cc2)[nH]c1=O | -8 | 2
CC1(c2nnc(-c3ccc(F)cc3)o2)CC(c2c(Cl)cccc2Cl)=NO1 (configuration not stated) | -8 | 4
CC(C)C(C(=O)Nc1nccs1)c1ccc(Cl)cc1 (configuration not stated) | 2 | -5
CCCc1cc(=O)[nH]c2nnc(SCC(=O)NCc3ccc4c(c3)OCO4)n12 | -11 | 4
c1ccc(CCN(Cc2ccccc2)C2CCN(C3CCCC3)CC2)cc1 | 1 | 5
CCCCn1c(N)c(N(CC(C)C)C(=O)c2ccc(N3C(=O)c4ccccc4C3=O)cc2)c(=O)[nH]c1=O | 5 | -5
Cn1c(=O)cc(SCC(=O)NCC2COc3ccccc3O2)c2ccccc21 (configuration not stated) | 0 | 5
COc1cccc(C(=O)NCC(=O)OCC(=O)NC2CCCCC2)c1 | -1 | 10
CCOC(=O)CN(C(=O)COc1nc(C)cc(C)c1C#N)c1ccc(Cl)cc1 | -15 | -9
CC1(C)CC(NC(=O)c2cccc([N+](=O)[O-])c2)CC(C)(C)N1 | 3 | -5
CCOC(=O)C1=CN(Cc2cccc(F)c2)S(=O)(=O)N(CC)C1CCc1ccccc1 (configuration not stated) | 3 | -4
COc1cc(C(=O)Nc2ccc(S(=O)(=O)Nc3nccc(C)n3)cc2)c([N+](=O)[O-])cc1OC | -14 | 10
CC(C(=O)NCC1(c2ccccc2)CCOCC1)N1CCOCC1 (configuration not stated) | 2 | -2
CC(C)c1ccc(S(=O)(=O)N2CCC(C(=O)N3CCN(c4cccc(Cl)c4)CC3)CC2)cc1 | -6 | -4
Cc1noc(C)c1CSc1nc2ccccc2c(=O)n1-c1ccc(F)cc1F | -26 | 5
CC(C)CN(C(=O)c1cccc(S(=O)(=O)N2CCN(C)CC2)c1)C1CCS(=O)(=O)C1 (configuration not stated) | -11 | 0
COc1ccc(CN(CC(=O)NCc2ccco2)C(=O)CCC(=O)Nc2nccs2)cc1 | 5 | 1
COc1ccc(S(=O)(=O)Nc2ccc3oc4ncccc4c(=O)c3c2)cc1OC | 1 | 3

Grouped by structure, those above with four or more nitrogen atoms
SMILES | TAG inh | TAG inh DAPI viability
O=C(Cc1csc(N2CCOCC2)n1)N/N=C/c1ccc(O)c(O)c1O | 13 | -14
CCCc1cc(=O)[nH]c2nnc(SCC(=O)NCc3ccc4c(c3)OCO4)n12 | -11 | 4
CCCCn1c(N)c(N(CC(C)C)C(=O)c2ccc(N3C(=O)c4ccccc4C3=O)cc2)c(=O)[nH]c1=O | 5 | -5
COc1cc(C(=O)Nc2ccc(S(=O)(=O)Nc3nccc(C)n3)cc2)c([N+](=O)[O-])cc1OC | -14 | 10
COc1ccc(CN(CC(=O)NCc2ccco2)C(=O)CCC(=O)Nc2nccs2)cc1 | 5 | 1

Further entries follow.
SMILES | TAG inh | TAG inh DAPI viability
OCCNc1nc(Nc2ccccc2Oc2ccccc2)nc(N2CCCC2)n1 | 25 | 4
CC1CCCCC1NC(=O)c1ccncc1 (configuration not stated) | -2 | 8
CCc1nc2c(OCc3ccc(OC)cc3)cccn2c1N(C)C(=O)c1ccncc1 | 1 | 5
COc1cc(/C=N/NC(=O)c2ccccn2)ccc1OC(=O)c1ccccc1Br | -8 | -1
CC(=O)N(C)c1ccc(NS(=O)(=O)c2cc(Cl)ccc2Cl)cc1 | -18 | -2
COc1ccccc1-c1cc(C(F)(F)F)nc(S(=O)(=O)CCCC(=O)NC(C)C)n1 | 66* | -49*
Cc1ccc(N2C(=O)N(CC(=O)Nc3cc(Cl)ccc3C)C(=O)C2C)cc1 (configuration not stated) | 9 | -6
CSc1nc2c(c(=O)n1-c1ccc(C)cc1)SCC2 | 10 | -10
O=C1Nc2ccc3c(c2C1=Cc1cc2c(cc1Br)OCO2)OCO3 | 4 | -8
CC1CCCC(NC(=O)C2COc3ccccc3O2)C1C (configuration not stated) | -4 | -1
CCC(=O)Nc1ccc(C(=O)CSc2nc3ccccc3[nH]2)cc1 | -8 | 8
Cc1c(O)ccc2c(CN3CCN(C/C=C/c4ccccc4)CC3)cc(=O)oc12 | -6 | 80
Cc1ccc(NS(=O)(=O)c2ccccc2F)cc1S(=O)(=O)N1CCCCCC1 | -7 | 2
Cn1cc(Cl)c(C(=O)OCC(=O)Nc2ccccc2)n1 | 3 | 6
Nc1c2c(nc3ccccc13)N(c1ccccc1)CC2 | 0 | 5
Cc1c(C(=O)C(=O)N2c3ccccc3CC2C)c2ccccc2n1C (configuration not stated) | 2 | -1
CC(=O)Nc1ccc(S(=O)(=O)NNC2=NS(=O)(=O)c3ccccc32)cc1 | -2 | 2
C=CCn1cnc2c(nnn2-c2cc(C)cc(C)c2)c1=O | -4 | 6
O=C(Nc1ccc(Br)cc1)c1ccc(F)c(S(=O)(=O)N2CCN(c3ccccn3)CC2)c1 | -1 | 1
CSCCC(CO)NC(=O)OCc1ccccc1 (configuration not stated) | -2 | 17
N#CC1=C(N)Oc2ccc3ccccc3c2C1c1cccnc1 (configuration not stated) | 11 | -9
Cc1[nH]c2ccccc2c1CCNC(=O)c1ccc2c(c1[N+](=O)[O-])C(=O)c1ccccc1C2=O | 24 | -13
Cc1cc(C)n2c(SCc3nnc(-c4cccs4)o3)nnc2n1 | -7 | 10
Cc1cc(NC(C)C)n2c(nc3ccccc32)c1C#N | -9 | 7
Cc1ccc(NC(=O)CCS(=O)(=O)c2ccccc2)cc1S(=O)(=O)N1CCOCC1 | 8 | 9
CSc1ccc(Cn2c(C)c(C(=O)NCc3ccc4c(c3)OCCO4)sc2=O)cc1 | -5 | -3
Cc1oc(-c2ccccc2F)nc1CS(=O)(=O)CC(=O)NCc1ccccc1Cl | 9 | -1
COc1nc(NC23CC4CC(CC(C4)C2)C3)nc(OC)n1 | 14 | 8
O=C(NC(=O)c1ccc(C(F)(F)F)cc1)Nc1ccc(-c2cnco2)cc1 | 14 | -5
O=C(Nc1ccc(NC(=O)c2cc([N+](=O)[O-])ccc2N2CCOCC2)cc1)c1cccs1 | 8 | -4

Single records, as listed above.
Shown for COc1nc(NC23CC4CC(CC(C4)C2)C3)nc(OC)n1 → TAG inh: 14; TAG inh DAPI viability: 8
Shown for O=C(NC(=O)c1ccc(C(F)(F)F)cc1)Nc1ccc(-c2cnco2)cc1 → TAG inh: 14; TAG inh DAPI viability: -5
Shown for Cc1ccc(NC(=O)CCS(=O)(=O)c2ccccc2)cc1S(=O)(=O)N1CCOCC1 → TAG inh: 8; TAG inh DAPI viability: 9

Continuation.
SMILES | TAG inh | TAG inh DAPI viability
Cc1ccc[n+](Cc2ccc([N+](=O)[O-])cc2)c1 | -16 | -7
CCc1cccc(NC(=O)CCc2nc3sc4c(c3c(=O)[nH]2)CCCC4)c1 | -4 | 0
CCOc1ccc(CSC(=N)N)cc1[N+](=O)[O-] | -4 | 11
N#CCCn1cc(C(CC(=O)c2ccc(Br)cc2)C(=O)O)c2ccccc21 (configuration not stated) | 10 | -3
CCOC(=O)CCCN1CC(O)=C(c2nc(-c3ccc(Cl)cc3)cs2)C1=N | -2 | 2
NNC(=O)c1c[nH]c2ccc(OCc3ccccc3)cc12 | -9 | 6
CC(C)CN(C(=O)CN(C)C(=O)Cc1ccc(Cl)cc1)c1c(N)n(CC(C)C)c(=O)[nH]c1=O | -19 | 1
CC(Cc1cccs1)NC(=O)Nc1cccc(Cl)c1 (configuration not stated) | -10 | 6
Cc1cc(NC(=O)C2Oc3ccccc3OC2C)no1 (configuration not stated) | -14 | 9
CCN(CC)C(=O)CN(C#N)c1nc(NC(C)C)nc(NC(C)C)n1 | -25 | 13
COc1ccc(OC)c(NC(=O)C2CCCCC2C(=O)O)c1 (configuration not stated) | -4 | -1
COc1cccc(NC(=O)CSc2nn3c(=O)c(C)nnc3s2)c1 | -6 | 1
CCOc1cc(-c2cc(-c3ccc(C)cc3)nc(N)c2C#N)ccc1O | -6 | 4
COc1ccc(-c2cc(C(=O)N3CCN(c4ncccn4)CC3)c3ccccc3n2)cc1 | -31 | 25
Cc1cccc(Oc2c(C=O)c3ccccc3n2C)c1 | -13 | 2
Cc1ccc(NC(=O)c2cc(S(=O)(=O)N3CCOCC3)cn2C)c(C)c1 | 1 | -7
CCOC(=O)c1c(C)[nH]c(C(=O)OCC(=O)NCc2ccco2)c1C | -22 | 11
CCCCN(C(=O)Nc1ccccc1)C1CCS(=O)(=O)C1 (configuration not stated) | -8 | -2
CCOC(=O)C1CCCN(C(=O)c2cc3cc(Br)ccc3oc2=O)C1 (configuration not stated) | 15 | -7
COc1ccc(CCN2CC(C(=O)NCc3cccc4[nH]ccc34)CCC2=O)cc1 (configuration not stated) | -1 | -5
Cc1cc(=O)oc2c1c(C)nn2-c1nn[nH]n1 | -1 | -4
O=C(Cc1ccccc1[N+](=O)[O-])OCC(=O)N1CCN(c2ccccc2)CC1 | 16 | -7
Cc1ccc(NS(=O)(=O)c2ccc(OCC(=O)NCc3ccco3)cc2)cc1 | -4 | -6
Cc1ccc(-c2ccc(S(=O)(=O)Nc3cccnc3)cc2)cc1 | -4 | -6
C=CCNc1nc2c(c(=O)[nH]c(=O)n2C)n1Cc1cccc(C)c1 | -20 | -3
Cc1ccc(C(=O)NNC(=O)C2CSC3(C)CCC(=O)N23)cc1 (configuration not stated) | 5 | -3
Cc1cc2cc(C(=O)N3CCc4c([nH]c5ccccc45)C3c3ccccn3)ccc2o1 (configuration not stated) | 1 | -3
CCC(C)Nc1nc2c(c(=O)n(C)c(=O)n2C)n1C (configuration not stated) | -9 | 6
CCNC(=S)Nc1ccccc1-c1ccccc1 | 1 | -4
Cn1ccnc1C(O)(c1ccccc1)c1ccccc1 | 1 | -2
c1ccc(C[C@H]2CN=C(Nc3ccccc3)N2CCCC2CCCC2)cc1 | 0 | 7
O=C(COC(=O)Cc1n[nH]c(=O)c2ccccc12)Nc1c(Br)cc([N+](=O)[O-])cc1Br | 1 | -7
Cc1ccc(OCCn2c(=S)[nH]c3c(N)ncnc32)cc1 | 6 | 10
O=C(O)c1cccc(N2C(=O)c3cccc4c(Cl)ccc(c34)C2=O)c1 | -7 | 5
COc1cccc(-c2nnc(NC(=O)c3cccc(F)c3)o2)c1 | 4 | 8
C[C@@H]1C=C(C(=O)NCc2nc3ccccc3[nH]2)O[C@H](OCCCCO)C1 | 4 | -13
CCO[C@@H]1OC(C(=O)N2CCN(Cc3ccc4c(c3)OCO4)CC2)=C[C@H](c2ccc(Br)cc2)[C@H]1CCCO | -5 | 6
O=C1COC(c2ccccc2O)=NN1CCCl | 6 | 0
CN(C)CC(=O)c1c[nH]c2ccccc12 | 6 | 9
CSc1ccccc1OCc1cc(C(=O)N(C)Cc2cnccn2)no1 | 17 | -3
COC(=O)c1nn(-c2ccc(OC)cc2)c(=O)cc1NN | -8 | 6
CCN(CC)C(=O)CSc1nc2cccnc2n1-c1ccccc1OC | -14 | -3
O=S(=O)(c1ccc(S(=O)(=O)N2CCC3(CC2)OCCO3)cc1)N1CCCC1 | -4 | 1
Cc1ccc2c(CC(=O)OCc3cc(=O)n4c(n3)sc3ccccc34)coc2c1 | -10 | -6
Cc1ccc(NC(=O)C(=O)NCC2CCCO2)cc1C (configuration not stated) | -9 | 8
COc1ccc2[nH]c(=O)c(CN(C)C(=O)c3cccs3)cc2c1 | -7 | 7
Nc1ccc(Cl)cc1C(=O)OCC(=O)NC1CCS(=O)(=O)C1 (configuration not stated) | 2 | -3
OCC1(Cc2ccccc2Cl)CCN(C/C=C/c2ccccc2)CC1 | -2 | 18
COc1ccc(S(=O)(=O)N2CCCCC2)cc1NC(=O)CCNC(=O)c1ccc(Br)cc1 | 12 | 6
Cn1c(CCNC(=O)c2ccco2)nc2cc(NC(=O)C3CCCCC3)ccc21 | 16 | 4

Next section:
SMILES | TAG inh | TAG inh DAPI viability
CC1CCc2c(nc3ncnn3c2N2CC(C)OC(C)C2)C1 (configuration not stated) | -2 | -3
CC1(C)CC(=O)C(C=Nc2ccccc2)=C(O)C1 | 5 | 0
CCCc1nnc(NC(=O)c2cc3ccccc3oc2=O)s1 | -3 | 1
COc1ccc(S(=O)(=O)Oc2ccc(C(=S)N3CCOCC3)cc2OC)cc1 | -14 | 7
C=Cc1cccc(NC(=O)c2ccc(NC(=O)c3ccco3)cc2)c1 | 15 | -3
Cc1ccccc1S(=O)(=O)NC(=O)C1(C)CCN1C(=O)CCc1cccs1 (configuration not stated) | 8 | -6
O=C(O/N=C1\CCS(=O)(=O)c2sccc21)C1CC1 | 8 | -6
NC(=O)C1(Nc2ccc(C(=O)O)cc2)CCCC1 | -15 | 14
O=C(c1ccc(Cl)cc1)C1CCCN(C(=O)c2csnn2)C1 (configuration not stated) | 2 | 1
CC(C)c1ccc(NC(=O)COc2ccccc2)cc1 | -3 | -1

Three entries out of the list, ordered by heavy-atom count, ascending:
SMILES | TAG inh | TAG inh DAPI viability
NC(=O)C1(Nc2ccc(C(=O)O)cc2)CCCC1 | -15 | 14
CCCc1nnc(NC(=O)c2cc3ccccc3oc2=O)s1 | -3 | 1
Cc1ccccc1S(=O)(=O)NC(=O)C1(C)CCN1C(=O)CCc1cccs1 (configuration not stated) | 8 | -6

Remaining list, next part
SMILES | TAG inh | TAG inh DAPI viability
c1ccc(OCCN2CCNCC2)cc1 | 9 | 1
CN1CCN(C(=O)/C(=C\c2cccc([N+](=O)[O-])c2)NC(=O)c2cccs2)CC1 | 13 | -10
CCC[C@@H](CN1CCC[C@H]1CN1C(N)=NC[C@H]1CC(C)C)N1C[C@@H](Cc2ccccc2)N(CCc2ccc(Cl)c(Cl)c2)C1=N | -6 | 16
O=C(Nc1cccc(C(F)(F)F)c1)/C(=C/c1ccco1)NC(=O)c1cccs1 | -1 | 3
COc1ccc(N2C(=O)C3C(C2=O)C(C(=O)c2ccc(Cl)cc2)N2CCCC32)cc1 (configuration not stated) | -1 | 1
O=C(Nc1ccc2[nH]c(=S)sc2c1)c1ccccc1 | 10 | -4
